RGS7-Gao = human RGS7-Galphao interaction regulation; P09471; Multiplexed bead flow cytometry, RGS7-Galphao binding; actives lie on both sides; binding response (% of control), % at 10 µM; 0.35% of 220,000 active; in the data active means binding response below about 49% or above about 150%; inconclusive means no clear call, values can overlap the other calls; inactive means in between;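 further: fluorescent Galphao held in activated GDP-AlF4 state binding bead-coupled RGS7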
Target sequence (P09471 whole entry, looked up): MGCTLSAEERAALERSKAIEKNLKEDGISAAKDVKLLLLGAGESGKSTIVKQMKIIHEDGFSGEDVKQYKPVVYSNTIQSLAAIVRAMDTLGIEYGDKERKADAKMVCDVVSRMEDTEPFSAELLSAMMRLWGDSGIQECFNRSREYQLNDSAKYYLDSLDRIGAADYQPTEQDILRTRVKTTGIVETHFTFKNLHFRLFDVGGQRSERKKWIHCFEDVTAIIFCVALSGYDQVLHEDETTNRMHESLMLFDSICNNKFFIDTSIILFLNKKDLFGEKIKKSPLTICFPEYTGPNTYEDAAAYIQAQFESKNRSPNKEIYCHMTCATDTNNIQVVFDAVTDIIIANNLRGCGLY
Avidin bead fluor = avidin bead compound fluorescence profile; Avidin beads, compound fluorescence 488/530 nm, flow cytometry; hits give high values; fluorescence (KMESF) at 10 µM; 0.38% of 220,000 active; in the data active means fluorescence above about 47; further: inactives centre near 10
RGS4-Gao reg = modulates binding of RGS4 to human Galphao. P09471. Multiplexed bead flow cytometry; actives lie on both sides. binding response (% of control), % at 10 µM. 0.33% of 220,000 active. AID 1415; in the data active means binding response below about 49% or above about 150%; inactive means in between;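 further: fluorescent Galphao activated with aluminum fluoride binding bead-coupled RGS4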
* hit, by the source's call; ? = inconclusive. An excerpt, so the mix of outcomes need not match the whole.

SMILES	RGS7-Gao	Avidin bead fluor	RGS4-Gao reg
COC(=O)CSc1[nH]c2ccccc2c1[N+](=O)[O-]	?	10	96
Cc1cc(=O)c2cc(Br)ccc2n1CC(=O)NCc1ccccc1	?	7	95
CCCCc1cc(=O)oc2cc(OCc3nn[nH]n3)ccc12	?	7	97
Cc1ccc(N2C(=O)c3ccc(C(=O)N4CCN(Cc5ccccc5)CC4)cc3C2=O)cc1	?	9	105
Cc1c(-c2ccccc2)nc(N)c(C#N)c1-c1cccnc1	?	12	108
CC(=O)Nc1ccc(S(=O)(=O)NC2CCS(=O)(=O)C2)cc1Cl (configuration not stated)	?	6	104
O=C(Nc1ccccc1C(F)(F)F)N1CCCC1c1cccnc1 (configuration not stated)	?	3	91
O=C(c1cccs1)N1CCCC(c2nc3c(nnn3Cc3ccccc3)c(=O)[nH]2)C1 (configuration not stated)	?	8	97
Clc1ccccc1/C=C/c1nc(-c2cccnc2)no1	?	6	102
COc1ccc(NS(=O)(=O)c2ccc3oc(=S)[nH]c3c2)cc1	?	4	99
O=C(COC(=O)c1ccc(=O)[nH]c1)Nc1cccc(S(=O)(=O)N2CCOCC2)c1	?	7	109
Cn1c(SCC(=O)NNC(=O)Nc2ccc(Cl)cc2)nnc1-c1ccccc1	?	5	91
CCCNC(=O)c1onc(CSc2ccc(F)cc2)c1C(=O)NCCC	?	8	99
CN(CC1COc2ccccc2O1)C(=S)NC1CCCCC1 (configuration not stated)	?	6	102
CCCCCC(=O)Nc1cccc(C2=NOC3(C2)C[C@H](C(N)=O)N(C(=O)c2ccccc2C(=O)c2ccccc2)C3)c1 (some centres not stated)	?	14	104
Cc1nn(Cc2ccc(C(=O)NN)o2)c(C)c1Cl	?	7	99
O=C(CCCN1C(=O)/C(=C/c2ccccc2Cl)SC1=S)NNC(=O)c1ccncc1	?	4	99
O=C1c2cccc3c([N+](=O)[O-])ccc(c23)C(=O)N1CCc1ccccn1	?	8	96
NNC(=O)c1cccc(Cn2cc(Br)c([N+](=O)[O-])n2)c1	?	7	96
Cc1ccc(NNC(=O)c2cccs2)cc1Cl	?	3	102
CCN1CCN(c2oc(-c3ccc([N+](=O)[O-])cc3)nc2C#N)CC1	?	11	99
CN(C(=O)c1c[nH]c(=O)cc1C(F)(F)F)c1ccc(Cl)c(Cl)c1	?	3	100
CCN1CCN(Cc2ccc(NC(=O)c3ccc(C)c(NC(=O)C4=NN(c5ccccc5)C(=O)C4)c3)cc2C(F)(F)F)CC1	?	10	102
CCNC(=O)C(CC(C)C)NC(=O)C(CO)NC(=O)C1CCC(=O)N1 (configuration not stated)	?	8	100
O=C(NC(=S)Nc1ccccc1N1CCN(C(=O)c2ccccc2)CC1)c1cccs1	?	13	102

Other compounds follow:
SMILES	RGS7-Gao	Avidin bead fluor	RGS4-Gao reg
CCOCCCNC1=C(Cl)C(=O)c2ccccc2C1=O	?	4	119
Cc1cc(C(=O)N/N=C/c2ccc(-c3cccc(Br)c3)o2)n[nH]1	?	4	100
CC(/C=N/n1c(-c2ccncc2)n[nH]c1=S)=C\c1ccco1	?	7	98
CCCCC(CC)C(=O)Nc1ccc(S(=O)(=O)Nc2nccs2)cc1 (configuration not stated)	?	7	100
COc1cccc(N2CC(=O)N(NC(=O)c3sc4nc(C)cc(C)c4c3N)CC2=O)c1	?	2	105
O=C1NC(NS(=O)(=O)c2ccc(Cl)cc2)(C(F)(F)F)C(=O)N1CCc1ccccc1 (configuration not stated)	?	4	96
Fc1ccc(C(CCNCc2cccs2)c2ccco2)cc1 (configuration not stated)	?	7	95
O=C(O)c1cc(NN=Nc2ccc(Br)cc2)cc([N+](=O)[O-])c1	?	4	103
O=C(NNC(=O)c1ccccc1Cl)c1ccccc1Cl	?	3	99
CC(C)(C)NC(=S)N/N=C/c1cc(Br)c(O)c(Br)c1	?	3	103
COC(=O)C1=C(C(=O)OC)[C@@H]2N(Cc3ccccc3)c3ccccc3[C@@]23C[C@@H](CO)N(C(=O)NC2CCCC2)C3=N1	?	7	97
O=C(Cn1cncn1)N/N=C/c1ccncc1	?	4	103
Cc1cc(C)c2c(c1)/C(=c1/sc3n(c1=O)CN(c1ccccc1)CN=3)C(=O)N2	?	8	102
COc1cc(NC(=O)c2ccc(N)nc2)cc(C(=O)Nc2cccc(C(F)(F)F)c2)c1	?	7	101
CC1(C)CC(=O)C(CC2=C(N)CC(C)(C)CC2=O)=C(N)C1	?	15	101
Cc1ccc(SC[C@H](CC(C)C)N2CCN(CCc3ccccc3)CCC2=O)cc1	?	21	103
CCOC(=O)Cc1nn(Cc2nc(-c3ccc(C)cc3)cs2)c(=O)c2ccccc12	?	7	98
C=C1CCN([C@H](C(=O)NCc2ccc(Cl)c(Cl)c2)C(C)C)S(=O)(=O)c2ccccc21	?	9	84
CCN(CC)C(=O)Cc1c(O)c2ccccc2[nH]c1=O	?	9	89
O=C(CN1C(=O)COc2ccc(S(=O)(=O)N3CCCC3)cc21)NC1CC1	?	5	108
COc1cccc(N2C(=O)C3NN=C(C(=O)CN4C(=O)c5ccccc5C4=O)C3C2=O)c1 (configuration not stated)	?	10	101
c1ccc(CCNc2nc(-c3ccccn3)nc3ccccc23)cc1	?	5	96
O=C(Nc1ccccc1)NC1CCN(Cc2c(F)cccc2Cl)CC1	?	6	99
CC1(C)Cc2c(sc3c2c(=O)n(-c2cccc(Cl)c2)c(=O)n3CC(N)=O)CO1	?	7	99
CC1(C)CC(N=C2C([N+](=O)[O-])=CC=C3C2=NC2(CCCCC2)N3O)CC(C)(C)N1	?	4	102

Following part:
SMILES	RGS7-Gao	Avidin bead fluor	RGS4-Gao reg
Cc1ccc2oc(/N=C(\N)NC(=O)C(C)(C)C)nc2c1	?	8	104
COc1cc(O)c(C(=O)/C=C/c2ccccc2)c(OC)c1	?	9	102
Cc1cc(NC(=O)NC(C)(C(F)(F)F)C(F)(F)F)no1	?	5	98
CCCCc1n[nH]c2c1/C(=N/OCC)CC(C)(C)C2	?	7	100
CCCN1CNC(=S)N(c2cccc(C)c2)C1	?	5	99
Cc1nc(-c2cc(C#N)c(Sc3ccc(Cl)cc3Cl)nc2C)cs1	?	6	94
COC(=O)c1ccccc1NC(=O)COC(=O)[C@H](C)NC(N)=O	?	4	104
CCCN(CCC)S(=O)(=O)c1ccc(C(=O)N2CC3CCC(CC3)C2)cc1	?	3	109
COC(=O)c1c(C)oc(C)c1S(=O)(=O)NC(C)(C)C	?	3	101
COc1ccccc1-c1c(C#N)c(N)nc2c1CCC2	?	5	102
CCN(CC)c1ccc(/C=C2\SC(=O)N(C(C)C)C2=O)o1	?	8	96
CCn1ccnc1CNC(=O)CC1C(=O)NCCN1Cc1ccc(OC)cc1OC (configuration not stated)	?	8	101
Nc1nc(Nc2cccc(F)c2)nc(N2CCOCC2)c1[N+](=O)[O-]	?	8	101
Cn1c(=O)oc2cc(S(=O)(=O)N3CCC(C(=O)NCCc4ccccc4)CC3)ccc21	?	6	105
Fc1ccccc1C1CC(c2ccco2)=Nc2ccccc2S1 (configuration not stated)	?	8	101
C/C(=N\NC(=O)CN1CCN(Cc2ccccc2)CC1)c1ccncc1	?	13	101
Cc1onc(-c2ccc(Cl)cc2)c1-c1ccnc(SCC(=O)Nc2cc(Cl)cc(Cl)c2)n1	?	9	99
O=C(O)COCC(=O)Nc1ccc(Oc2ncnc3cc(Cl)ccc23)nc1	?	7	93
N#CC1(NC(=O)CN2CCN(S(=O)(=O)c3ccccc3F)CC2)CCCC1	?	4	94
Cc1cc(=O)oc2cc(OCC(=O)OCC(=O)Nc3ccc(C(N)=O)cc3)ccc12	?	7	98
COc1cccc(C(=O)N2N=C(c3ccccn3)CC2(O)C(F)(F)F)c1 (configuration not stated)	?	11	101
CCOc1ccc(-c2c(C#N)c(N)nc3sc(C(=O)c4ccccc4)c(N)c23)cc1	?	7	104
O=C1CN(c2cc(Cl)cc(Cl)c2)C(=O)CN1/N=C/c1cccnc1	?	8	103
COc1ccc2c(CC(=O)O)cc(=O)oc2c1	?	5	104
Cc1nc(CC(=O)c2ccc(O)c(C)c2O)cs1	?	8	97

(next part)
SMILES	RGS7-Gao	Avidin bead fluor	RGS4-Gao reg
Cc1cc(=O)c2cc(C(=O)c3ccccc3)ccc2[nH]1	?	8	103
CCOC(=O)c1c(C)noc1-c1ccco1	?	4	98
CCNc1c([N+](=O)[O-])c(=O)n(CC)c2ccccc12	?	5	85
Cc1nc2c(C#N)c[nH]n2c(=O)c1CCO	?	8	101
Nc1nn2cc(-c3ccc(Br)cc3)nc2c2ccccc12	?	8	103
COc1ccc(CNC(=O)Nc2cc(C)cc(C)c2)cc1	?	3	102
Cn1c(=O)cc(C(=O)N/N=C/c2ccc(F)cc2)[nH]c1=O	?	7	101
FC(F)(F)c1cccc(NC(=S)NNC(=S)Nc2ccc(Cl)cc2)c1	?	6	110
COc1cccc(CCc2nnc(CCC(=O)NC(C)Cc3cccs3)o2)c1 (configuration not stated)	?	5	98
COC(=O)CCCC1=CC2=C(c3ccccc3)C(=O)C(C)(OC(=O)C3CCCC3)C(=O)C2=CN1C(CO)CO (configuration not stated)	?	9	98
Cc1ccc(/C=N/NC(=S)Nc2cccc(S(=O)(=O)N(C)C)c2)o1	?	3	101
CNC(=S)SCCOc1ccccc1	?	15	112
CCOC(=O)C1=C(C)NC(=O)NC1c1ccc([N+](=O)[O-])o1 (configuration not stated)	?	8	114
O=C1/C(=C/c2cccnc2)SC(=S)N1Nc1ccccc1	?	7	100
O=C(N/N=C/c1cccc2cccnc12)c1ccccc1O	?	9	90
N#Cc1c(Cl)nc2c(c1C#N)CCCC2	?	34	117
CCCNS(=O)(=O)c1ccc(OCC(=O)N(C)Cc2ccccc2)cc1	?	6	106
Cc1nc(-c2noc(-c3cccc(Cl)c3)n2)c(C(F)(F)F)o1	?	9	102
O=C(NC(=O)N1CCN(c2ccc([N+](=O)[O-])cn2)CC1)c1ccccc1F	?	7	98
CCN1CCc2c(sc(NC(=S)NC(=O)c3ccco3)c2C(N)=O)C1	?	8	100
O=C(NNc1ccccc1C(F)(F)F)c1cccs1	?	6	101
CCc1ccc(C(=O)NNc2ccc(F)cc2)cc1	?	3	98
CC(=O)/C(=N/Nc1ccc([N+](=O)[O-])cc1)N1CCCc2ccccc21	?	7	106
CC1=C(C#N)C(=O)N(C2CCS(=O)(=O)C2)C(=O)/C1=C\c1ccc(C)o1 (configuration not stated)	?	16	97
O=C(O)CC1(CC(=O)NCc2ccc(-c3cccs3)cc2)CCCCC1	?	10	102

Five compounds picked at random from the list so far:
SMILES	RGS7-Gao	Avidin bead fluor	RGS4-Gao reg
O=C(NC(=S)Nc1ccccc1N1CCN(C(=O)c2ccccc2)CC1)c1cccs1	?	13	102
O=C(NNc1ccccc1C(F)(F)F)c1cccs1	?	6	101
Fc1ccccc1C1CC(c2ccco2)=Nc2ccccc2S1 (configuration not stated)	?	8	101
CCN(CC)C(=O)Cc1c(O)c2ccccc2[nH]c1=O	?	9	89
Cc1ccc(NNC(=O)c2cccs2)cc1Cl	?	3	102

Next results.
SMILES	RGS7-Gao	Avidin bead fluor	RGS4-Gao reg
CCN(c1ccccc1)P(=O)(Nc1ccccc1)Nc1ccccc1	?	6	100
CCOC(=O)Cc1csc(NC(=O)Nc2ccc(OC(F)(F)F)cc2)n1	?	5	100
CS(=O)(=O)N(Cc1ccc(Cl)cc1)c1ccc(C(=O)NCc2ccccn2)cc1	?	7	97
O=C(O)c1ccc(N/N=C/c2ccnc3ccccc23)cc1	?	17	106
COc1cccc(/C=N/NC(=S)NCc2ccco2)c1OC	?	7	99
COc1ccc(-c2nnc(SCC(=O)NCCc3ccc(S(N)(=O)=O)cc3)o2)cc1OC	?	3	103
COc1ccc(CC(=O)N/N=C(\C)CC(=O)NCc2ccco2)cc1OC	?	9	101
O=C(N/N=C1\CCS(=O)(=O)c2ccc(F)cc21)c1ccc(O)cc1	?	9	103
O=C(COC(=O)c1ccc(O)cc1O)NC1CCS(=O)(=O)C1 (configuration not stated)	?	8	98
CC1(C)CC(=O)C2=C(C1)OC(/N=C/N1CCCC1)=C(C#N)C2c1ccccc1 (configuration not stated)	?	8	99
O=C(Cn1ccc(=O)[nH]c1=O)Nc1ccc(C(=O)O)c(O)c1	?	4	105
CCOC(=O)c1cc(-c2ccc(Cl)s2)[nH]n1	?	5	91
CN1C(C(=O)NCc2cccc(Br)c2)CC2Cn3c(nc4cc5ccccc5cc43)C21 (configuration not stated)	?	7	79
Cc1ccc2nc(-c3ccc(NC(=O)COCC(=O)O)cc3)sc2c1	?	5	103
Cc1cccc(OCC(O)Cn2c(=N)n(Cc3ccccc3)c3ccccc32)c1 (configuration not stated)	?	6	107
Cc1cc(-c2ccccc2C(=O)Nc2ccccc2O)on1	?	5	85
COc1ccc(-c2cc3nc4ccccc4n3c(N)c2C#N)cc1	?	6	100
CC/C(C)=N/Nc1nc(-c2cc3cccc(OC)c3oc2=O)cs1	?	6	98
CC(C)(C)c1ccc(NC(=O)N2CCCN(c3c(Cl)cncc3Cl)CC2)cc1	?	3	96
O=C(N/N=C/c1ccc(F)cc1)c1ccc(OCc2ccccc2)cc1	?	2	70
Cc1cc2c([nH]c3ccccc32)c2c1OC(C)(C)C=C2	?	17	107

Of the compounds above, seven have bromine.
SMILES	RGS7-Gao	Avidin bead fluor	RGS4-Gao reg
Cc1cc(=O)c2cc(Br)ccc2n1CC(=O)NCc1ccccc1	?	7	95
NNC(=O)c1cccc(Cn2cc(Br)c([N+](=O)[O-])n2)c1	?	7	96
Cc1cc(C(=O)N/N=C/c2ccc(-c3cccc(Br)c3)o2)n[nH]1	?	4	100
O=C(O)c1cc(NN=Nc2ccc(Br)cc2)cc([N+](=O)[O-])c1	?	4	103
CC(C)(C)NC(=S)N/N=C/c1cc(Br)c(O)c(Br)c1	?	3	103
Nc1nn2cc(-c3ccc(Br)cc3)nc2c2ccccc12	?	8	103
CN1C(C(=O)NCc2cccc(Br)c2)CC2Cn3c(nc4cc5ccccc5cc43)C21 (configuration not stated)	?	7	79

Bioassay records as filed in PubChem.
